# Assay outcomes deposited in PubChem by National Center for Advancing Translational Sciences (NCATS).
# Tb PFK inh = T. brucei PFK enzyme inhibition | O15648 | T. brucei PFK, ADP-Glo luminescence | Potency, µM (highest dose often 57.5 µM), without a hit: at the highest dose activity, negative = inhibition, usual class: inhibitors | actives 0.17% (n = 330,000) | AID 485367;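 also: potency is read from the fitted curve at half-maximal effect; 0% = uninhibited 1x PFK enzyme wells and -100% = no-enzyme wells; nearly all actives have a fitted effect of over 60% in size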
#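 ADP-Glo luminescence quantified ADP after 45 min at room temperature, with 1.25 nM T. brucei PFK, 0.1 mM ATP and 0.5 mM fructose-6-phosphate in pH 8.0 TEA buffer. qHTS titrations up to 57 µM; curves classified by quality.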
# a7 integrin act = activators of alpha7 integrin expression for muscular dystrophy. actives 0.064% (n = 350,000). Potency, µM (doses to about 38.3 µM), for the others: at the top dose activation, most hits filed as activators. alpha7betagal myoblasts, beta-gal FDG fluorescence, 48 h. AID 624291;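 also: potency is read from the fitted curve at half-maximal effect; 100% = response of the positive control SU9516; nearly all actives have a fitted effect of over 60% in size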
#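 alpha7betagal+/- myoblasts (passage 13, 250/well) treated 48 h at 37C with compounds at 1:260 dilution of DMSO stock. Lysed, then beta-galactosidase activity read as FDG fluorescence (ex 480/em 540) after 30 min, with pre-read for autofluorescence.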
# S-ASM inh = human S-ASM enzyme inhibition; placental ASM, HMU-PC fluorogenic substrate, 60 min; Potency, µM (titrated, usually from 57.5 µM), without a hit: at the highest dose activity change, negative = inhibition, usual class: inhibitors; AID 504937; actives 0.006% (n = 340,000); P17405; also: potency is read from the fitted curve at half-maximal effect
# Target sequence (P17405 47-631 limits assumed): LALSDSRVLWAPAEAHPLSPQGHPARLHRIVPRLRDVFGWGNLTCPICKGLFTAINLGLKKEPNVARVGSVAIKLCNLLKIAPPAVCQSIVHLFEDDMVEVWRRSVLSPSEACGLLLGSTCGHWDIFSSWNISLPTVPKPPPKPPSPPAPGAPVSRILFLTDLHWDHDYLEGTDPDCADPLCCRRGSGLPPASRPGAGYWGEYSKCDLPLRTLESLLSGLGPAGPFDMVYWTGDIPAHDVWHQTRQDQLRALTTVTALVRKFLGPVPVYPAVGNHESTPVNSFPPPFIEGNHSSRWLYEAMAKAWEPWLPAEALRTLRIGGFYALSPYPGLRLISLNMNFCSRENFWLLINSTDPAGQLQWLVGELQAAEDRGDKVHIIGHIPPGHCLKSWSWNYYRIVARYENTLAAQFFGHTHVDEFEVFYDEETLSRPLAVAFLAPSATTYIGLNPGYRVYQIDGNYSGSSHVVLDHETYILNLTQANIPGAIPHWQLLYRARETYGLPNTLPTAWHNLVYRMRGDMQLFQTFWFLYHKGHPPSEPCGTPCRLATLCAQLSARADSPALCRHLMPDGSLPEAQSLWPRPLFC
#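 Fluorogenic HMU-PC substrate (9 uM final) is turned over by placental ASM in 60 min at 37 C after a 10 min compound preincubation. Reaction ended by alkaline stop (pH 10), with fluorescence read at 386/447 nm.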
# PTAP TSG101 blk = blocks PTAP/TSG101 interaction to inhibit HIV-1 budding; Q99816; Fluorescence polarization, FITC-PTAP peptide / Tsg101 binding; Potency, µM (highest dose often 115 µM), for inactives: at the top dose activity change, negative = inhibition, actives largely listed as inhibitors; 340,000 tested, under 10 active; AID 493005; active = well fitted inhibition curve with a large enough effect in the main read-out, with a control signal flat, not every such curve was filed as active; inconclusive = small, poorly fitted or top-dose-only effect, or effect the other way, or a change in a side signal; inactive = no such curve, though single readings can be large or run the other way; also: potency is read from the fitted curve at half-maximal effect; % of control where 0% means no effect
#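 Fluorescence anisotropy tracks displacement of a FITC-tagged PTAP peptide (50 nM) from the Tsg101 binding domain (10 uM), following a 20 min room-temperature incubation at pH 7.5.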
# ELG1 repair inh = blocks ELG1-dependent DNA repair in HEK293T cells; HEK293T ELG1-luciferase reporter, luminescence, 16 h; DNA damage induced by 5-fluorouridine; Potency, µM (highest dose often 46.1 µM), inactives show at the top dose activity change, negative = inhibition, most hits filed as inhibitors; actives 2.3% (n = 330,000); AID 504467; also: potency is read from the fitted curve at half-maximal effect; % is scaled to controls: 0 for no effect and ±100 for the full control effect; nearly all actives have a fitted effect of over 55% in size
#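 Step one: seed 2,000 cells per well. Step two: pin-transfer compound or DMSO alongside 5-fluorouridine. Step three: incubate 16 hr, 37 °C, 5% CO2. Step four: add ONE-Glo, wait 30 min, read luminescence.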
# Eya2 inh = Eya2 (human) phosphatase inhibition. recombinant Eya2, OMFP fluorescence dephosphorylation (OMFP is methylfluorescein phosphate). O00167. Potency, µM (titrated, usually from 76.9 µM), inactives show at the highest dose activity, negative = inhibition, hits mostly inhibitors. actives 0.006% (n = 330,000); also: potency is read from the fitted curve at half-maximal effect; % is scaled to controls: 0 for no effect and ±100 for the full control effect
# Target sequence (O00167 whole entry, looked up): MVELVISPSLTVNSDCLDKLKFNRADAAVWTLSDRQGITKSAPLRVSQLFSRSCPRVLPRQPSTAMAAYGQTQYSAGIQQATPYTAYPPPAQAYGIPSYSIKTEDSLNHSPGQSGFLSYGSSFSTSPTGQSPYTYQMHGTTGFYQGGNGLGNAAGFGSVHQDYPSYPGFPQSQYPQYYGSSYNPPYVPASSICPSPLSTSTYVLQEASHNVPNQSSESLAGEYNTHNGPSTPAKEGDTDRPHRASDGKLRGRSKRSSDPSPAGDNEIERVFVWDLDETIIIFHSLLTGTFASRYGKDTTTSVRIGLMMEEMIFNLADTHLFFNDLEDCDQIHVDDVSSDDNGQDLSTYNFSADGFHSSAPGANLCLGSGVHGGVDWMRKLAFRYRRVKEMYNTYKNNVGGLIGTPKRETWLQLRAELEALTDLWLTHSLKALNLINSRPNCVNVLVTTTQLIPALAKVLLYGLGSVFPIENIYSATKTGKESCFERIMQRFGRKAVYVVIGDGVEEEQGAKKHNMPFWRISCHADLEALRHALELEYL
#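 Eya2 (0.2 uM) preincubated 10 min at ambient with compound, then OMFP substrate added at 50 uM; 10 min reaction in 50 mM HEPES pH 7.5, 50 mM NaCl, 5 uM MgCl2, 0.05% BSA, 1 mM DTT. Fluorescence read at Ex 485/Em 525 nm.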
# AT treatment = potential ataxia-telangiectasia treatment; […] A-T fibroblasts, KAP-1 phosphorylation AlphaLISA; neocarzinostatin DNA damage 30 min before lysis; Potency, µM (series often up to 57.5 µM), for inactives: top-dose activation, hits mostly activators; actives 0.19% (n = 320,000); AID 485349; also: potency is read from the fitted curve at half-maximal effect; % of control where 0% means no effect; nearly all actives have a fitted effect of over 45% in size
#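 hTERT-immortalized A-T patient fibroblasts ([…]), 500 cells/well in OPTI-MEM, 1% FBS, got compounds for 60 min, then NCS for 30 min at 37C. Lysates were then assayed for phospho-KAP-1 by AlphaLISA (anti-pKAP1 donor, anti-KAP1 acceptor beads), 6 hr at 25C.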
# Mito fusion act = blocks mitochondrial division or promotes mitochondrial fusion; Potency, µM (series often up to 46.1 µM), for inactives: at the highest dose growth rescue (activation), most hits filed as activators; S. cerevisiae fusion-defective mutant growth rescue, CellTiterGlo 48 h; actives 0.23% (n = 320,000); AID 485298;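 also: potency is read from the fitted curve at half-maximal effect; % of control where 0% means no effect; nearly all actives have a fitted effect of over 45% in size; temperature-sensitive fusion mutants such as fzo1-1 at 37 °C on non-fermentable ethanol glycerol medium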
#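 Growth-rescue viability read-out: after 48 h at the non-permissive 37C in glycerol/ethanol YPEG, yeast mitochondrial fusion mutants are measured by CellTiterGlo luminescence; compounds (23 nl pinned per well) restoring growth score as division inhibitors or fusion activators.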
# TCR activator = activates T cell receptor signaling; AID 504894; Potency, µM (top dose mostly 9.22 µM), inactives show at the highest dose activation of IL-2 secretion, actives largely listed as activators; primary human leukocytes, anti-CD3, IL-2 HTRF, 48 h; 330,000 tested, under 10 active; also: % of control where 0% means no effect
#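 Activity was scored as IL-2 release from primary human leukocytes given only a TCR signal (a-CD3 beads) plus compound for 48 hr. Detection used a two-antibody HTRF format read at 665nm.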
# BCR signal inh = chronic active BCR signaling inhibition; AID 493014; actives 0.05% (n = 340,000); Potency, µM (series often up to 46.1 µM), without a hit: top-dose ratio change, negative = lower green/red ratio, actives largely listed as inhibitors; ABC-DLBCL IkBa-CBG/CBR reporter, luminescence ratio, 4 h; active = well fitted inhibition curve with a large enough effect in the signal ratio, with a control signal flat, not every such curve was filed as active; inconclusive = small, poorly fitted or top-dose-only effect, or effect the other way, or a change in a side signal; the % refers to the signal ratio;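 also: potency is read from the fitted curve at half-maximal effect; plate controls were basal doxycycline-induced cells for no effect and cells given 10 µM MG132 for full effect; MG132 reads +100%, hits lower the ratio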
#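 Compounds up to 46 uM were incubated four hours with TMD8 cells whose green CBG68 luciferase is fused to IkappaBalpha; red CBR luminescence normalised the signal, and concentration-effect curves were fitted to fusion, red and ratio data.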
# TSHR antagonist = human thyrotropin receptor antagonism; TSHR-expressing cells, TSH-stimulated cAMP HTRF, 2 h; hits give low values; P16473; AID 504810; activity change, negative = inhibition, % at 11.5 µM; actives 0.2% (n = 330,000);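 active = activity change below a set negative limit, meaning inhibition stronger than a set level, cut at about -70% in these data; inconclusive = activity change between two set negative limits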; also: % is scaled to controls: 0 for no effect and ±100 for the full control effect
#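 Cell-based HTRF cAMP assay; TSHR cells + compound, TSH EC80 (4nM final), 2 h, 37 deg C. Lysis with anti-cAMP cryptate and cAMP-d2, 30 min RT, read 665/620 nm.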
# * = called active by the depositor; ? = inconclusive; nt = not tested or not shown; [ ] = remark or other dose. Unless noted, calls follow the shape of the dose curve; as a rule, active = well fitted curve in the direction sought with a large enough effect; inconclusive = small, poorly fitted or top-dose-only effect, or another doubt; inactive = no such curve, though single readings can be large; an effect the other way counts as inactive or inconclusive.
SMILES,Tb PFK inh,a7 integrin act,S-ASM inh,PTAP TSG101 blk,ELG1 repair inh,Eya2 inh,AT treatment,Mito fusion act,TCR activator,BCR signal inh,TSHR antagonist
O=c1/c(=C\c2ccc(O)cc2)sc2nc(-c3ccccc3)c(-c3ccccc3)n12,8%,25%,-16%,-3%,3%,-3%,46%,-9%,-11%,?,9
Cn1c(CNC(=O)CNS(=O)(=O)c2ccc(F)cc2F)cc(=O)n(C)c1=O,1%,?,5%,-2%,22%,0%,1%,-1%,10%,0%,-4
COc1ccc(C(=O)OCC2CC(c3ccccc3)=NO2)cc1OC (stereo not drawn),-6%,20%,1%,-7%,13%,-4%,-1%,3%,3%,1%,13
O=C1CCCc2c1nc(-c1ccco1)n2O,-1%,19%,-1%,0%,9%,11%,-2%,0%,2%,1%,1
CCc1cc2c(=O)c(-c3ccc4c(c3)OCO4)coc2c(CN(C)C)c1O,0%,13%,103%[activator],-2%,-15%,14%,3%,-3%,-2%,-1%,-10
Cc1[nH]c(=S)n(CC2CCCO2)c1C (stereo not drawn),-8%,12%,2%,1%,8%,12%,5%,-6%,nt,1%,-8
O=c1c2ccccc2c(=O)n2n1Cc1ccccc1C2,-7%,-28%,-1%,-3%,1%,6%,3%,0%,-1%,-5%,8
CC(C)C(NC(=O)c1ccc(C(C)(C)C)cc1)C(=O)NC1=NCCS1 (stereo not drawn),0%,-10%,6%,-7%,-3%,-4%,1%,28%,-5%,?,-11
CN(NC(=O)c1ccccc1F)c1ncccc1[N+](=O)[O-],0%,?,1%,4%,7%,?,-8%,2%,1%,-1%,-1
CCOC(=O)N1CCc2c(sc3ncn(Cc4ccc(F)cc4)c(=O)c23)C1,-2%,-28%,0%,-3%,?,-3%,5%,1%,2%,0%,-10
COc1ccc(C(=O)CC(=O)C(=O)Nc2cc(OC)ccc2OC)cc1,-4%,-19%,-3%[11.5 µM],-7%,-2%,-1%,-9%,-4%,4%,-1%,-1
O=C(Cc1ccc(NC2=NC3CS(=O)(=O)CC3S2)cc1)NCc1ccccc1Cl (stereo not drawn),-5%,10%,6%,0%,10%,5%,-4%,2%,-10%,-8%,-3
Cc1[nH]c2ccccc2c1/C=N/Nc1ccccc1[N+](=O)[O-],-7%,15%,-11%,-4%,?,-7%,-15%,-4%,nt,?,-19
Cc1ccc(S(=O)(=O)NC(=O)Nc2ccc(F)cc2)cc1,0%,?,-3%,-5%,1%,2%,-2%,-3%,-5%[46.1 µM],-11%,2
COc1cccc(OCC(O)CN2CCc3ccccc3C2)c1 (stereo not drawn),3%,-10%,0%,-5%,15%,-8%,1%,-3%,-2%,-8%,14
COc1ccc(C(CC(=O)N2CCCCC2)C(C)C)cc1 (stereo not drawn),5%,13%,5%,-1%,8%,-19%,-2%,3%,2%,-4%,-7
O=C(Cc1ccc(NC2=NC3CS(=O)(=O)CC3S2)cc1)NCc1ccccc1 (stereo not drawn),4%,-15%,7%,-3%,4%,?,-1%,-1%,6%,-14%,6
COCCNC(=O)c1ccccc1NC(=O)c1ccccc1N(C)S(C)(=O)=O,-1%,14%,7%,-1%,-1%,3%,0%,-1%,-4%[46.1 µM],-8%,-2
CC(=O)Nc1ccc(NC(=O)Cn2ccc([N+](=O)[O-])n2)cc1,-1%,24%,6%,-4%,0%,10%,1%,2%,-2%,4%,-3
CN1CCN(CC#CC(C)(O)C2CC3C=CC2C3)CC1 (stereo not drawn),1%,-31%,-1%,-4%,-2%,0%,2%,14%,0%,-1%,-9
OCCCNC(c1ccccc1)c1ccc(O)cc1 (stereo not drawn),-4%,-2%,-6%,0%,0%,-13%,nt,-3%,-7%[46.1 µM],-17%,-6
O=C(OCC(=O)N1CCCC1=O)c1ccc(Cl)cc1[N+](=O)[O-],-4%,-13%,-2%,-5%,3%,-19%,-3%,2%,-4%,-9%,2
O=C(Nc1cccc(Oc2ccc3c(c2)C(=O)NC3=O)c1)c1ccco1,0%,25%,-5%,-2%,-30%,-26%,-2%,8%,-1%,?,-10
Cc1ccc(CNc2ccc(N3CCOCC3)c(Cl)c2)cc1,-5%,6%,-2%,1%,-1%,-20%,3%,2%,4%,-2%,2
CCCC(c1nnnn1Cc1ccc(OC)cc1)N1CCC(C(N)=O)CC1 (stereo not drawn),-1%,-23%,2%,-4%,-9%,-4%,0%,3%,0%,0%,-3
# (further entries)
SMILES,Tb PFK inh,a7 integrin act,S-ASM inh,PTAP TSG101 blk,ELG1 repair inh,Eya2 inh,AT treatment,Mito fusion act,TCR activator,BCR signal inh,TSHR antagonist
CC(=O)c1ccc(NC(=O)COC(=O)C2C3CC4OC(=O)C2C4C3)cc1 (stereo not drawn),4%,-7%,6%,-2%,19%,0%,-3%,6%,-8%,7%,12
CCN1CCN(C(c2cccs2)C(C)NC(=O)c2ccccc2F)CC1 (stereo not drawn),-1%,-12%,1%,-6%,20%,-16%,-3%,1%,-3%,-1%,1
COc1ccc(N2C(=O)/C(=C/c3cccnc3)NC2=S)cc1,4%,-6%,nt,0%,11%,0%,-3%,0%,5%[46.1 µM],9%,0
Cc1ccc([N+](=O)[O-])cc1N1C(=O)CS/C1=N\NC(=O)c1cccnc1,0%,2%,-3%,-1%,11%,1%,-4%,3%,11%,5%,6
O=C(CCCOc1ccccc1)NCCc1ccccc1,-4%,-21%,-1%,-1%,-11%,-9%,3%,6%,3%,1%,-13
CCCCCCCC1c2c(c(C)c(C)oc2=O)Oc2c(C)c(C)oc(=O)c21,0%,12%,-8%,0%,-11%,18%,1%,-5%,-10%,4%,18
O=C(CSc1ncn[nH]1)NCc1ccc(Cl)cc1,-1%,18%,-4%,1%,16%,-1%,1%,-11%,-4%,-7%,11
Cc1nnc(SCC(=O)Nc2ccc3c(c2)OCO3)[nH]c1=O,-6%,8%,6%,-5%,-8%,-18%,-2%,-1%,3%,6%,0
C=CCc1c(C)nc(SC)nc1Nc1ccc(C(C)=O)cc1,2%,-22%,-2%,-6%,7.3µM*,-2%,4%,13%,-2%,?,3
COc1ccc(C(=O)OCC(=O)c2ccccc2)cc1S(=O)(=O)N1CCOCC1,-1%,-13%,0%,0%,5%,16%,2%,-7%,3%,13%,-2
COc1ccccc1CNC(=O)COC(=O)c1ccc(N2CCCC2=O)cc1,1%,-36%,-3%,1%,12%,11%,-2%,-1%,3%,3%,21
CNC(=O)c1c(NC(=O)c2ccc(S(=O)(=O)N3CCCCC3C)cc2)sc2c1CCN(C)C2 (stereo not drawn),0%,39%,-5%,-2%,?,11%,-4%,0%,2%,5%,3
O=C(Cn1ccc2cc(S(=O)(=O)N3CCCC3)ccc21)NCCc1ccccc1,4%,13%,2%,-9%,3%,7%,-3%,-6%,-8%,7%,-2
CSc1cccc(NC(=O)c2cnn3ccccc23)c1,-4%,34%,-4%,-7%,?,-7%,-10%,5%,0%,?,-7
COc1ccc(Br)cc1C(=O)Nc1cccc2ncccc12,0%,?,-1%,-13%,1%,?,9%,0%,0%,?,-7
CCC(C)NC(=O)C1(NC(=O)Nc2ccccc2)CCCCC1 (stereo not drawn),1%,-35%,2%,-1%,-12%,10%,1%,3%,-20%,6%,-9
O=C(c1cnn(-c2ccccc2)c1-n1cccc1)N1CCN(C2CCCCC2)CC1,-5%,0%,6%,0%,-5%,3%,5%,6%,0%,0%,0
Cc1cc(NC(=O)Nc2ccc(Cl)cc2)no1,-9%,35%,-3%,1%,?,-8%,15%,-2%,-8%,-4%,13
CCCn1nc(NC(=O)c2cccs2)c2cc3cccc(C)c3nc21,2%,6%,74%,-1%,?,6%,?,3%,3%,?,-10
